KOR beta-arrestin-1: kappa opioid receptor blockers – cell-based, luminescence, uHTS (AID 1778); one-dose inhibition, % at 10 µM; IC50 in µM for titrated hits; KOR beta-arrestin recruitment, luminescence, antagonist mode; higher % means a stronger effect; 0.091% of 290,000 active; also: strong numbers were not always called active
GPR55 beta-arrestin: selective activators of receptor GPR55 – imaging, U2OS cells, beta-arrestin-GFP redistribution, primary screen (AID 1961) | activation, % at 10 µM; hits with a dose series show EC50 in µM | 0.048% of 290,000 active | U2OS GPR55 beta-arrestin-GFP redistribution imaging; higher % means a stronger effect;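 active = activation above 40% with more than 50 cells counted in the well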;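 also: U2OS osteosarcoma cells stably expressing GPR55 and beta-arrestin-GFP; plate controls were DMSO negative control for no effect and LPI positive control for full effect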
HEK293 NOD2/NF-kB: NOD2 signaling inhibitors, cell-based, luminescence, uHTS, HEK293 (AID 1566); HEK293 NOD2/NF-kB luciferase reporter, luminescence; higher % means a stronger effect; inhibition, % at 4 µM; hits with a dose series show EC50 in µM; 0.63% of 290,000 active; also: many of its hits are not listed in these tables
NOD1 NF-kB reporter: NOD1 signaling inhibitors, primary screen, cell-based, luminescence, uHTS (AID 1578); 1% of 290,000 active; NOD1-driven NF-kB luciferase reporter cells, luminescence; higher % means a stronger effect; inhibition, % at 4 µM, or EC50 in µM where a hit was titrated; in the data active = inhibition mostly above about 36%, no sharp cut-off; inactive = mostly below about 34%;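 also: HEK-293T reporter cells stimulated with the NOD1 agonist gamma-tri-DAP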
KOR beta-arrestin-2: KOR agonists, beta-arrestin recruitment, primary screen, cell-based, luminescence, uHTS (AID 1777); KOR beta-arrestin recruitment, luminescence; higher % means a stronger effect; activation, % at 10 µM, or EC50 in µM where a hit was titrated; 0.02% of 280,000 active; in the data active = activation above about 50%, passing the limit was not always enough; also: a part of the inactive calls stands beside numbers as strong as those of hits
TNAP activation fold: human TNAP enzyme activators, primary screen, biochemical, luminescent, no phosphate acceptor, uHTS (AID 1001); purified TNAP, luminescent activation assay, no phosphate acceptor; higher activation fold means a stronger effect; activation fold at 20 µM; hits with a dose series show EC50 in µM; 0.03% of 200,000 active; in the data active = activation fold from about 3, or a potency from the dose series; inactive = the rest, 99 in 100 with activation fold below about 1.6; also: many of its hits are not listed in these tables
NTR1 ag: agonists of NTR1, primary screen, imaging, U2OS cells, beta-arrestin-GFP, high content (AID 493036); NTR1-U2OS beta-arrestin-GFP spot imaging, agonist mode; activation, % at 20 µM; 0.17% of 330,000 active;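 active = activation at or above 40% of the spot to cytoplasm intensity ratio, with at least 20 cells analyzed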;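 also: 0% = DMSO without peptide and 100% = 100 nM NTR1 peptide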
Target sequence (P30989 whole entry, looked up): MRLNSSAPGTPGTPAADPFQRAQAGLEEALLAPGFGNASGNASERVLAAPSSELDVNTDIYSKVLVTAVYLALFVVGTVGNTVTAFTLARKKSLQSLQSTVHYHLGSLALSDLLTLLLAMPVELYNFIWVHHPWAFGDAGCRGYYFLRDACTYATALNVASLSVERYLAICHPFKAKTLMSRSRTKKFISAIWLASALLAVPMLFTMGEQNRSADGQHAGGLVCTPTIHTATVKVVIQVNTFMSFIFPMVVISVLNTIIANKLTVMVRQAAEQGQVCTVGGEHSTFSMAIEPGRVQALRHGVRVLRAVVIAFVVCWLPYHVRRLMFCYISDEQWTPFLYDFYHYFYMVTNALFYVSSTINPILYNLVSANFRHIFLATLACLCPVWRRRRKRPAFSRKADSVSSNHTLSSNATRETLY
Yfh1-depleted yeast: mitochondrial function rescue without frataxin homolog – Friedreich's ataxia, plus single-dose screen, dose response (AID 1465) | S. cerevisiae Yfh1-off respiration, WST-1 reduction, 72 h; higher fold induction means a stronger effect | fold induction at 50 µM; hits with a dose series show EC50 in µM | 0.074% of 220,000 active;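 active = fold induction of absorbance versus untreated yeast above a set limit, then at least 30% activation at any dose in follow-up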;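 also: activators that raise dye reduction in frataxin-depleted yeast; strong numbers were not always called active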
ER stress rescue: rescue of cells from ER stress-induced death, primary screen, 384-well, CSM14.1, thapsigargin, ATP luminescence (AID 1222); CSM14.1 thapsigargin-induced death rescue, ATP luminescence; higher % means a stronger effect; cellular ATP content (survival), % at 20 µM, or EC50 in µM where a hit was titrated; 190,000 tested, under 10 active;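 active = EC50 below 50 µM in the dose-response confirmation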;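 also: death triggered by thapsigargin at about 15 µM added after 2 h compound pretreatment; cell ATP read after overnight thapsigargin exposure of roughly 18 to 22 hours; normalized against plate controls of thapsigargin alone and 5% DMSO vehicle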
NTR1 ag cell count 20 µM: second read-out of NTR1 ag, no call of its own (marks repeat the call); cell count; measured here: cell count, cytotoxicity flag
Starred values were filed as active, the others as inactive; i = inactive; . = no result given; [ ] = dose if it differs, or a comment. Rule as the data show it, unless noted: active = inhibition above about 50%; inactive = the rest. Only part of the results is shown; rates above refer to the full screens.

SMILES	KOR beta-arrestin-1	GPR55 beta-arrestin	HEK293 NOD2/NF-kB	NOD1 NF-kB reporter	KOR beta-arrestin-2	TNAP activation fold	NTR1 ag	NTR1 ag cell count 20 µM	Yfh1-depleted yeast	ER stress rescue
CCC(C)(C)NC(=O)CN(Cc1ccco1)C(=O)CCC(=O)Nc1nccs1	-5%	0.6%	2%	-30%	1.6%	.	-1.2	38	.	.
O=C(CNC(=O)c1cccs1)NCCN1CCC(Cc2ccccc2)CC1	40%	-0.2%	11%	-16%	-7.1%	1.1	-1.6	63	i	-1.3%
Nc1nc(C23CC4CCC(CC(C4)C2)C3)cs1	7%	0.5%	6%	-10%	3.9%	1.1	9.1	54	i	8.9%
CCOC(=O)c1nn(-c2ccc(Cl)cc2)c2nc(-c3ccc(C)cc3)c(C#N)c(=O)n12	7%	0.0%	4%	-13%	3.9%	1.1	4.4	45	i	-3.9%
FC(F)(F)c1cnc(COc2cc(Cl)cc(Cl)c2)c(Cl)c1	-39%	0.0%	-16%	5%	-0.5%	.	-0.2	42	i	.
NC(=O)C1c2ccccc2Oc2ccccc21	14%	-0.1%	-3%	-5%	-2.2%	.	1.0	75	.	.
Cc1ccc(C)c2c1cc(C)c1nnc(SCC(=O)N3CCCc4ccccc43)n12	15%	0.3%	12%	-23%	1.6%	1.1	1.5	56	i	-1.7%
O=C(NCC(c1cccs1)N1CCOCC1)C1CCN(S(=O)(=O)c2ccccc2C(F)(F)F)CC1 (configuration not stated)	1%	0.0%	-15%	-36%	-1.5%	.	1.2	64	.	.
O=c1c2ccccc2nc(SCc2cn3ccsc3n2)n1-c1ccccc1	27%	-0.1%	-1%	-20%	3.0%	1.3	1.4	87	i	-2.9%
COc1cccc(NS(=O)(=O)Cc2ccccc2)c1	15%	-0.1%	4%	-21%	1.6%	1	-0.1	86	i	-1.0%
OCCN(Cc1ccccc1)Cc1ccccc1F	10%	-0.2%	14%	-21%	-4.1%	1	2.2	65	i	1.4%
CCC(OC(=O)CN1C(=O)C(=O)c2ccccc21)C(=O)Nc1ccccc1OC (configuration not stated)	-68%	-0.1%	13%	-20%	-1.6%	.	-2.3	50	.	.
NNC(=O)c1ccc(O)cc1O	-7%	0.2%	-5%	-12%	-0.6%	1	1.0	74	i	1.2%
CN1CCN(S(=O)(=O)c2cccc(C(=O)N(Cc3ccccc3)c3ccccc3)c2)CC1	-31%	-0.1%	28%	-13%	6.2%	.	-0.3	65	.	.
C=CCN1C(=O)/C(=C/c2cccs2)S/C1=N\S(=O)(=O)c1ccc(F)cc1	-47%	0.1%	14%	-12%	3.8%	1.1	7.4	63	i	3.6%
CN(C)c1ccc(C(c2ccc(N(C)C)cc2)c2ccc([N+](=O)[O-])cc2)cc1	22%	1.4%	16%	2%	7.2%	.	0.4	64	i	.
CCN(CC)c1ccc(NC(=S)NC(=O)C2CCC2)cc1	4%	-0.1%	-14%	-4%	-0.1%	.	3.3	57	.	.
Cc1cccc2cc(C#N)c(SCC(=O)NCC3CCCO3)nc12 (configuration not stated)	9%	0.2%	6%	-22%	-4.9%	1.1	4.6	53	i	-1.3%
O=C(COc1ccc2c(c1)OCO2)Nc1nncs1	-16%	0.0%	-55%	25%	3.2%	.	0.1	56	.	.
CCCCn1c(NCCO)nc2ccccc21	18%	0.7%	20%	22%	-0.7%	1.1	4.9	52	i	-0.1%
CN1CCN(c2oc(-c3cccs3)nc2S(=O)(=O)c2ccccc2)CC1	-2%	-0.2%	-5%	-25%	7.4%	1.1	0.1	40	i	-1.7%
Cc1cc(C)c(C(=O)c2ccc(C(=O)N3CCCCC3)cc2)c(C)c1	-9%	0.7%	5%	-26%	9.8%	.	2.9	55	.	.
Cc1nn(S(=O)(=O)c2cccs2)c(C)c1Sc1ccccc1	38%	0.2%	-7%	10%	-2.6%	1	.	.	i	-1.5%
Cc1ccc(C(=O)OCc2cc3ccccc3[nH]c2=O)cc1	-3%	0.1%	4%	25%	-3.3%	1	-0.1	34	i	1.7%
O=C(COC(=O)c1cccc(O)c1)Nc1ccc(OC(F)F)cc1	8%	0.5%	-2%	-21%	-5.5%	1.2	-1.3	46	i	2.2%

Next part
SMILES	KOR beta-arrestin-1	GPR55 beta-arrestin	HEK293 NOD2/NF-kB	NOD1 NF-kB reporter	KOR beta-arrestin-2	TNAP activation fold	NTR1 ag	NTR1 ag cell count 20 µM	Yfh1-depleted yeast	ER stress rescue
C[N+](C)(C)CCCNC(=O)c1ccc(/C=N/O)nc1	9%	-0.3%	10%	16%	-0.4%	1.1	-0.3	76	i	-0.5%
O=c1nc2ccccc2c2n1CC(CN1CCN(C(c3ccccc3)c3ccccc3)CC1)N2 (configuration not stated)	-67%[20 µM]	-0.1%	22%	-16%	0.8%	1.1	8.8	40	i	-1.2%
Cc1ccc2c(c1)nnn2C1CCN(CC(=O)Nc2ccccc2N2CCOCC2)CC1	14%	-0.1%	4%	-34%	2.7%	1.1	5.7	38	i	1.2%
C=C(C)CC1N(c2cccc(OC)c2)C(=O)[C@@H]2C(C(=O)O)[C@H]3C=C[C@@]12O3 (some centres not stated)	-30%	0.2%	0%	-5%	-2.0%	1.1	-1.9	103	i	1.4%
CCOC(=O)c1sc(=NC(=O)/C=C/c2cccs2)n(C)c1C	20%	0.4%	-30%	-62%	-0.6%	1.1	-0.2	57	i	.
Cc1cc(NC(=O)c2c(Cl)c(C)nn2C)no1	19%	-0.2%	18%	-20%	2.5%	1	12	71	.	1.8%
CCC(C)NC(=O)Cn1c(=O)n(-c2ccc(OC)cc2)c(=O)c2ccc(C(=O)NCc3ccc(C)cc3)cc21 (configuration not stated)	5%	0.6%	19%	-7%	-4.1%	1.2	-0.6	76	i	-0.2%
CNC(=O)/C=C/c1cccc(C(F)(F)F)c1	-17%	-0.2%	14%	-20%	-2.9%	1.1	-0.7	63	i	-2.9%
COc1ccccc1NS(=O)(=O)c1cc(NC(=O)c2[nH]c(C)c(C(C)=O)c2C)ccc1N1CCOCC1	5%	0.0%	-18%	-2%	2.2%	.	7.1	55	i	.
CCN1CCN(CC(=O)N/N=C/c2ccc(F)cc2F)CC1	-26%	0.2%	9%	-8%	0.5%	1.1	-1.1	57	i	-0.1%
O=C(COC(=O)c1ccc([N+](=O)[O-])o1)Nc1cccc(S(=O)(=O)N2CCCCC2)c1	-2%	-0.2%	11%	-31%	0.1%	1.1	-1.2	64	i	0.9%
CCOP(=O)(OCC)C(Nc1ccc(C)cc1)c1ccco1 (configuration not stated)	32%	-0.4%	13%	-17%	-0.3%	1.1	-1.2	39	i	2.9%
Cc1ccc(/C=N/NC(=O)c2csc(C)c2)o1	-10%	0.5%	-8%	-30%	-6.6%	1.1	-0.2	85	i	-2.5%
COCCOC(=O)c1[nH]c2c(c1C)C(=O)CC(c1ccc(OC)c(OC)c1)C2 (configuration not stated)	-5%	-0.1%	20%	11%	-3.5%	.	-0.4	93	.	.
O=C(NCCNC(=O)c1cc(Cl)ccc1Cl)c1ccco1	-39%	-0.2%	2%	-34%	1.7%	.	-1.1	45	.	.
CC(C)N1CCC(N2CCN(CCCn3cccn3)CC2CCO)CC1 (configuration not stated)	-2%	-0.1%	13%	-42%	0.3%	1	1.6	73	i	-0.3%
CC(C)[C@H](NC(=O)NCc1ccc(F)cc1)C(=O)O	30%	-0.1%	20%	4%	-1.8%	.	2.3	56	i	.
Cc1ccc(SCc2c(-c3ccccc3)nn(C)c2Cl)cc1	-26%	0.3%	3%	6%	7.0%	1.2	6.1	48	i	2.0%
Cc1ccc(C(=O)/C=C/c2ccc(Br)cc2)o1	12%	1.7%	-13%	21%	9.1%	1.1	0.1	108	i	-0.1%
COc1ccccc1CCNC(C)CCc1ccc(O)cc1 (configuration not stated)	20%	0.6%	-2%	-10%	-3.2%	.	-1.3	51	.	.
CC(C)C(=O)Nc1ccc(NC(=S)NC(=O)c2ccc([N+](=O)[O-])cc2)cc1	-18%	0.0%	17%	12%	-1.5%	0.9	-0.7	61	i	-1.2%
O=C(NNc1c(Cl)cccc1Cl)c1c(F)cccc1Cl	.	-0.2%	-2%	-2%	2.9%	.	-0.3	54	i	.
COC(=O)c1ccc(-c2ccc(/C=N/NC(=O)CC3(C)OCCCO3)o2)cc1	-34%[20 µM]	-0.2%	-100%	-5%	.	1	-0.3	46	i	0.6%
C/C(=N\NC(=O)c1cccnc1)c1nnn(-c2nonc2N)c1C	16%	-0.1%	15%	-26%	2.4%	1.1	0.5	47	i	-1.4%
COc1ccc(N(Cc2cc(=O)[nH]c3ccccc23)C(=O)C(C)C)cc1	38%	-0.1%	20%	-14%	-1.3%	.	-0.1	87	.	.
O=C(COC(=O)c1cccs1)NCC1CCCCC1	-24%	1.0%	-5%	-36%	3.6%	1.1	-1.4	84	i	0.0%
O=C(Nc1nnc(CCN2CCOCC2)s1)C1CCCCC1	30%	0.2%	-1%	-19%	-1.1%	1.1	2.0	60	i	-0.5%
C#CCOCCOCCOCCNc1nc(N2CCN(C(=O)[C@H]([C@@H](C)CC)n3cc([C@@H](N)CC(C)C)nn3)CC2)nc(N2CCN(C(=O)[C@H](Cc3cc4ccccc4[nH]3)n3cc([C@@H](N)CC(C)C)nn3)CC2)n1	10%	0.3%	9%	6%	0.5%	.	2.0	66	i	.
CCOC(=O)C1CCCN(C(=O)CCCn2nc(C)n3c(cc4sccc43)c2=O)C1 (configuration not stated)	14%	-0.1%	17%	-11%	7.9%	1	0.4	66	i	1.5%

Some of the entries so far, with values under each structure.
Fields: KOR beta-arrestin-1 | GPR55 beta-arrestin | HEK293 NOD2/NF-kB | NOD1 NF-kB reporter | KOR beta-arrestin-2 | TNAP activation fold | NTR1 ag | NTR1 ag cell count 20 µM | Yfh1-depleted yeast | ER stress rescue
CCC(C)(C)NC(=O)CN(Cc1ccco1)C(=O)CCC(=O)Nc1nccs1
    -5% | 0.6% | 2% | -30% | 1.6% | . | -1.2 | 38 | . | .
O=C(CNC(=O)c1cccs1)NCCN1CCC(Cc2ccccc2)CC1
    40% | -0.2% | 11% | -16% | -7.1% | 1.1 | -1.6 | 63 | i | -1.3%
Nc1nc(C23CC4CCC(CC(C4)C2)C3)cs1
    7% | 0.5% | 6% | -10% | 3.9% | 1.1 | 9.1 | 54 | i | 8.9%
CCOC(=O)c1nn(-c2ccc(Cl)cc2)c2nc(-c3ccc(C)cc3)c(C#N)c(=O)n12
    7% | 0.0% | 4% | -13% | 3.9% | 1.1 | 4.4 | 45 | i | -3.9%
FC(F)(F)c1cnc(COc2cc(Cl)cc(Cl)c2)c(Cl)c1
    -39% | 0.0% | -16% | 5% | -0.5% | . | -0.2 | 42 | i | .
NC(=O)C1c2ccccc2Oc2ccccc21
    14% | -0.1% | -3% | -5% | -2.2% | . | 1.0 | 75 | . | .
Cc1ccc(C)c2c1cc(C)c1nnc(SCC(=O)N3CCCc4ccccc43)n12
    15% | 0.3% | 12% | -23% | 1.6% | 1.1 | 1.5 | 56 | i | -1.7%
O=C(NCC(c1cccs1)N1CCOCC1)C1CCN(S(=O)(=O)c2ccccc2C(F)(F)F)CC1 (configuration not stated)
    1% | 0.0% | -15% | -36% | -1.5% | . | 1.2 | 64 | . | .

Screening data: PubChem, several laboratories
